High-throughput results (PubChem BioAssay)
CRFBP-R2 agonist = CRF-BP/CRF-R2 complex agonism. activation, % at 13.2 µM. 0.46% of 350,000 active. HEK293 CRF-R2/CRF-BP, calcium dye fluorescence (FLIPR); percent of saturating CRF peptide response;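 active = activation of at least 50%, plus an integration ratio under a set limit after plate pattern correction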;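 also: plate controls were neutral control wells without compound for no effect and CRF at EC100 for full effect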
CRFBP-R2 block = antagonists of CRF-binding protein/CRF-R2 receptor complex; 0.59% of 350,000 active; HEK293 CRF-R2/CRF-BP, CRF-induced calcium fluorescence; inhibition, % at 11.8 µM;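 active = inhibition of the ligand-induced calcium signal above about 50% at the single tested concentration, limit read from the data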
M4 PAM = potentiates acetylcholine response at human M4 receptor; 0.4% of 360,000 active; activation, % at 3 µM; CHO-K1 hM4/Gqi5, Fluo-8 calcium fluorescence, ACh EC20; 0% = ACh EC20, 100% = maximal ACh;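 active = activation above its plate's cutoff, the mean activation of sample wells plus 3 SD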; also: some results filed as inactive read as strong as hits
M5 antag = CHRM5 antagonism in calcium assay | P08912 | CHO-hM5 cells, Fluo-8 calcium fluorescence, ACh EC80 | inhibition, % at 3 µM | 0.59% of 360,000 active;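 active = inhibition above a per-plate cutoff, the mean of that plate's test compounds plus 3 SD, cut at about 27% in these data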;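 also: 0% = acetylcholine EC80 with DMSO and 100% = DMSO without agonist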
CHRM5 PAM = potentiates acetylcholine response at human M5 receptor. CHO-K1 hM5, Fluo-8 calcium, ACh EC20 PAM; 0% = ACh EC20, 100% = ACh EC100. 0.3% of 360,000 active. activation, % at 3 µM. P08912;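 active = activation above the run cutoff, the mean activation of all test compounds plus 3 SD, cut at about 18% in these data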
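Replicates: One well per compound, no replicates | System: Human M5 receptor in CHO-K1 cells | Benchmarks: Low control EC20 acetylcholine (0%), high control EC100 acetylcholine (100%) | Probe or stimulus: Acetylcholine, EC20 level | Times: Fluo-8 loading 80 min at 37 °C plus 30 min room temperature | Signal: Intracellular calcium via Fluo-8 fluorescence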
M4 antag = blocks acetylcholine activation of human M4 receptor. AID 624125. inhibition, % at 3 µM. 0.73% of 360,000 active. CHO-hM4 cells, ACh EC80, Fluo-8 calcium fluorescence. P08173;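 active = inhibition above its plate's cutoff, the mean inhibition of sample wells plus 3 SD, cut at about 27% in these data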;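 also: 0% = acetylcholine EC80 with DMSO and 100% = DMSO without agonist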
M5 ag = CHRM5 agonism in calcium assay. P08912. CHO-K1 hM5 cells, Fluo-8 calcium fluorescence; 0% DMSO wells, 100% maximal acetylcholine response. activation, % at 3 µM. 0.19% of 360,000 active. AID 624037;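 active = activation above the run's mean over test compounds plus 3 SD, cut at about 23% in these data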;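 also: signal is peak over basal fluorescence ratio across the kinetic read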
M4 ag = CHRM4 agonism in calcium assay; CHO-K1 hM4/Gqi5, Fluo-8 calcium fluorescence; vehicle 0%, full acetylcholine response 100%; AID 624127; 0.14% of 360,000 active; activation, % at 3 µM;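 active = activation above the run mean over all test wells plus 3 SD, cut at about 32% in these data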;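 also: peak over basal fluorescence ratio per well then scaled between controls; 0% = DMSO wells and 100% = acetylcholine at EC100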
IDE inh = inhibitors of human insulin-degrading enzyme in cells; P14735; 0.41% of 320,000 active; HEK cells, FAbetaB cleavage, fluorescence polarization; AID 434962; inhibition, % at 5.59 µM;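 active = percent inhibition above the average of all tested compounds plus 3 SD, set per screening campaign, cut at about 16% in these data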;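 also: IDE supplied by intact live HEK cells; FP after avidin binding of uncleaved biotin substrate so inhibition keeps polarization high; 0% = DMSO wells and 100% = 60 µM reference IDE inhibitor Ii1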
Target sequence (P14735 whole entry, looked up): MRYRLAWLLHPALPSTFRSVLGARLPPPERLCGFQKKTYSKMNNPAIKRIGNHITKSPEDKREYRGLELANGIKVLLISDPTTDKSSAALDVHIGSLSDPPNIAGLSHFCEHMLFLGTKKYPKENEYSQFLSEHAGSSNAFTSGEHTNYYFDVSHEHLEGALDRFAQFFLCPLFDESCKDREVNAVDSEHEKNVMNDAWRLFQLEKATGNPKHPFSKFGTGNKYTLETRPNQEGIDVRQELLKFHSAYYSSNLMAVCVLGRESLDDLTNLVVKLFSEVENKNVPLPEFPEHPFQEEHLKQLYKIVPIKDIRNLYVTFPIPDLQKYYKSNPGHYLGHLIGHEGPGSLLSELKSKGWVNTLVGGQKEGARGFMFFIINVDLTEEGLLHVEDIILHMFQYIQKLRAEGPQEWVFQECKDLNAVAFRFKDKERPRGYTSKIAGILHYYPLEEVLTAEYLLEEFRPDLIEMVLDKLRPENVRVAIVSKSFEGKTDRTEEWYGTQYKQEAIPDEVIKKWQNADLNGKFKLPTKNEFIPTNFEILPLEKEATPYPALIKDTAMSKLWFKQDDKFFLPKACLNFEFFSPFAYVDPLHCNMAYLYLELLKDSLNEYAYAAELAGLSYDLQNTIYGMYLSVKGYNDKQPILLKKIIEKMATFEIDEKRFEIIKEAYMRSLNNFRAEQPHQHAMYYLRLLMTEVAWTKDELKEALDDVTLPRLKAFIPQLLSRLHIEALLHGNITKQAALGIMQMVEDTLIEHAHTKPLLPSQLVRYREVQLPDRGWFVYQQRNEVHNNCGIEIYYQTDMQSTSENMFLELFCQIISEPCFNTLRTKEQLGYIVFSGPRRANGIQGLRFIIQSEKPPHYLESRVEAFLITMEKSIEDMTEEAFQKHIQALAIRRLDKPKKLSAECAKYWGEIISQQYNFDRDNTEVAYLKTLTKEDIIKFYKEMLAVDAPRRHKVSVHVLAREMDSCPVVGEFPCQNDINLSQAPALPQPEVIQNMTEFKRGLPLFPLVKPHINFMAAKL
* = called active by the depositor. This is a random part of the collection; 2.9% or so of the library scored in one or more.

`COc1ccc(OC)c(NC(=O)CSCC(=O)O)c1` gave CRFBP-R2 agonist 0.5, CRFBP-R2 block 3, M4 PAM 1, M5 antag 3, CHRM5 PAM -5, M4 antag 3, M5 ag -2, M4 ag 1 and IDE inh -1.
`Cc1ccc(-n2c(C)cc(/C=N/NC(=O)c3ccncc3)c2C)cc1C` gave CRFBP-R2 agonist -2.9, CRFBP-R2 block -3, M4 PAM 5, M5 antag 0, CHRM5 PAM 8, M4 antag -4, M5 ag 1, M4 ag 0 and IDE inh -7.
Screening CCCc1cc(C(=O)N2CCCC(N3CCN(c4ccccc4C)CC3)C2)n(C)n1 (stereo unspecified) returned CRFBP-R2 agonist -1.3, CRFBP-R2 block 2, M4 PAM -9, M5 antag 6, CHRM5 PAM -2, M4 antag -9, M5 ag -3, M4 ag 5 and IDE inh 4.
Screening Cc1cccc(N(Cc2cc(=O)[nH]c3ccccc23)C(=O)CCl)c1 returned CRFBP-R2 agonist -2.1, CRFBP-R2 block 9, M4 PAM -12, M5 antag 15, CHRM5 PAM -9, M4 antag 13, M5 ag -6, M4 ag 1 and IDE inh -2.
Screening COc1ccc(C(=O)C2CCCN(C(=O)c3cccc(Cn4cccn4)c3)C2)cc1F (stereo unspecified) returned CRFBP-R2 agonist 1.8, CRFBP-R2 block -6, M4 PAM 1, M5 antag 21, CHRM5 PAM -5, M4 antag -7, M5 ag 0, M4 ag 6 and IDE inh 4.
CCn1c2ccccc2c2nnc(NN)nc21 was read as CRFBP-R2 agonist -0.8, CRFBP-R2 block 6, M4 PAM -6, M5 antag 1, CHRM5 PAM -1, M4 antag 10, M5 ag -4, M4 ag 4 and IDE inh 8.
CC(=O)Oc1ccc2oc(=O)c3c(c2c1)CCCN3C(=O)CN1CCN(c2ncccn2)CC1 was read as CRFBP-R2 agonist -0.2, CRFBP-R2 block -2, M4 PAM 0, M5 antag 2, CHRM5 PAM 4, M4 antag -2, M5 ag -1, M4 ag 1 and IDE inh 0.
Screening CC(=O)c1ccc(N(C(=O)Cc2c[nH]c3ccccc23)C(C(=O)NC2CCCCC2)c2cccs2)cc1 (stereo unspecified) returned CRFBP-R2 agonist -0.3, CRFBP-R2 block -1, M4 PAM 7, M5 antag -3, CHRM5 PAM -3, M4 antag -3, M5 ag -3, M4 ag 0 and IDE inh 10.
O=C(Nc1ccccc1N1CCOCC1)C1Cc2ccccc2CN1C(=O)c1ccco1 (stereo unspecified) was read as CRFBP-R2 agonist 2.5, CRFBP-R2 block 16, M4 PAM -1, M5 antag 1, CHRM5 PAM -3, M4 antag -6, M5 ag 0, M4 ag 2 and IDE inh 2.
Cc1ccc(-c2nc3ccccc3s2)cc1NC(=O)c1cc(-n2cnnc2)ccc1Cl was read as CRFBP-R2 agonist -1.8, CRFBP-R2 block 35, M4 PAM 29, M5 antag 0, CHRM5 PAM 3, M4 antag -5, M5 ag -2, M4 ag 2 and IDE inh 3.
`O=c1nc(-c2ccccc2)c(-c2ccccc2)n[nH]1` gave CRFBP-R2 agonist -2.3, CRFBP-R2 block 8, M4 PAM 4, M5 antag 1, CHRM5 PAM 7, M4 antag 0, M5 ag -2 and M4 ag 0.
Screening CC1CCCC(C)N1C(=O)c1ccc(S(=O)(=O)N2CCCC2)cc1 (stereo unspecified) returned CRFBP-R2 agonist -0.7, CRFBP-R2 block 6, M4 PAM -3, M5 antag 2, CHRM5 PAM -1, M4 antag 9, M5 ag 2, M4 ag 1 and IDE inh 5.
For CCN(CC)c1ccc(/C=N/NC(=S)NCc2ccccc2)cc1 the results were CRFBP-R2 agonist -0.5, CRFBP-R2 block -13, M4 PAM -5, M5 antag -5, CHRM5 PAM -8, M4 antag 2, M5 ag -4, M4 ag -1 and IDE inh -9.
For CC1CC(=O)Nc2ccccc2N1C(=O)COc1cc(Cl)ccc1Cl (stereo unspecified) the results were CRFBP-R2 agonist 0.2, CRFBP-R2 block -1, M4 PAM 12, M5 antag -8, CHRM5 PAM 3, M4 antag -17, M5 ag -1, M4 ag 1 and IDE inh 1.
`O=[N+]([O-])c1ccc2nc(SCc3ccccc3Cl)sc2c1` gave CRFBP-R2 agonist 4.0, CRFBP-R2 block -5, M4 PAM -18, M5 antag 18, CHRM5 PAM -18, M4 antag 8, M5 ag -3, M4 ag 0 and IDE inh -1.
`COc1cc(/C=C(/C#N)C(=O)Nc2ccc(Cl)cc2)ccc1Oc1nc(Cl)ncc1F` gave CRFBP-R2 agonist 4.8, CRFBP-R2 block -24, M4 PAM 11, M5 antag 12, CHRM5 PAM -7, M4 antag 1, M5 ag -2, M4 ag 1 and IDE inh 7.
`COc1ccc(CNC(=O)[C@]2(C)CCC[C@@]3(C)C4CC[C@@]5(C)C[C@]4(CCC32)CC5=O)cc1` (stereo partly specified) gave CRFBP-R2 agonist -1.3, CRFBP-R2 block -1, M4 PAM -6, M5 antag 11, CHRM5 PAM -21, M4 antag 12, M5 ag -4, M4 ag 15 and IDE inh -1.
`CCOc1ccccc1CN1CCC(n2nccc2NC(=O)CCc2ccccc2)CC1` gave CRFBP-R2 agonist 6.0, CRFBP-R2 block -10, M4 PAM -3, M5 antag -12, CHRM5 PAM -1, M4 antag -6, M5 ag -5, M4 ag 4 and IDE inh 2.
Screening COc1ccc(OC)c2[nH]c(=O)c(CCNC(C)=O)cc12 returned CRFBP-R2 agonist -0.4, CRFBP-R2 block -4, M4 PAM 6, M5 antag -3, CHRM5 PAM 4, M4 antag -13, M5 ag 1, M4 ag 1 and IDE inh 0.
For CCOC(=O)CSc1nc2cc(C(=O)N3CCC(C(N)=O)CC3)ccc2c(=O)n1C1CCCCC1 the results were CRFBP-R2 agonist -3.0, CRFBP-R2 block -11, M4 PAM 9, M5 antag 7, CHRM5 PAM -2, M4 antag -11, M5 ag -1, M4 ag 2 and IDE inh 4.
Screening O=C1CC(c2ccccc2)CC(O)=C1C=NCCN1CCN(C(=O)Nc2ccccc2)CC1 (stereo unspecified) returned CRFBP-R2 agonist -0.4, CRFBP-R2 block 17, M4 PAM -1, M5 antag 1, CHRM5 PAM -2, M4 antag -17, M5 ag -5, M4 ag 2 and IDE inh 2.
Screening Cc1ccc(NP(=O)(c2ccc(N(C)C)cc2NC(=O)c2cccs2)N2CCOCC2)cc1Cl (stereo unspecified) returned CRFBP-R2 agonist 4.7, CRFBP-R2 block -20, M4 PAM 11, M5 antag -5, CHRM5 PAM 4, M4 antag -19, M5 ag 0, M4 ag 0 and IDE inh 1.
CC(C)(C)C(=O)NC1(C(F)(F)F)N=C2SCCN2C1=O (stereo unspecified) was read as CRFBP-R2 agonist -0.3, CRFBP-R2 block 9, M4 PAM 12, M5 antag -3, CHRM5 PAM 7, M4 antag -7, M5 ag -4, M4 ag 0 and IDE inh 1.
O=C(c1cccs1)N(Cc1ccccn1)Cc1ccco1 was read as CRFBP-R2 agonist -0.4, CRFBP-R2 block 24, M4 PAM 2, M5 antag 5, CHRM5 PAM -2, M4 antag -2, M5 ag -4, M4 ag 1 and IDE inh 6.
For O=C(COc1cccc(NC(=O)c2cccs2)c1)c1ccc(F)cc1 the results were CRFBP-R2 agonist 2.4, CRFBP-R2 block 9, M4 PAM -16, M5 antag 8, CHRM5 PAM -11, M4 antag 7, M5 ag -1, M4 ag 6 and IDE inh 3.
COc1ccccc1CNC(=O)COC(=O)[C@H](Cc1c[nH]c2ccccc12)NC(=O)c1cccs1 was read as CRFBP-R2 agonist 0.6, CRFBP-R2 block 6, M4 PAM -14, M5 antag 5, CHRM5 PAM -5, M4 antag 10, M5 ag 0, M4 ag 11 and IDE inh -4.
`Cc1ccccc1N1CC(=O)Nc2c(oc3nc(-c4ccccc4)cc(C)c23)C1=O` gave CRFBP-R2 agonist -1.2, CRFBP-R2 block 9, M4 PAM 10, M5 antag 2, CHRM5 PAM 5, M4 antag 10, M5 ag 0, M4 ag 1 and IDE inh 0.
NCCCNC(=O)c1cc2ccccc2[nH]1 was read as CRFBP-R2 agonist 2.8, CRFBP-R2 block 5, M4 PAM -1, M5 antag 7, CHRM5 PAM -1, M4 antag 2, M5 ag 0, M4 ag 0 and IDE inh 1.
Screening Cc1[nH]n(-c2ccccc2)c(=O)c1C(c1ccc(C(=O)O)cc1)c1c(C)[nH]n(-c2ccccc2)c1=O returned CRFBP-R2 agonist -0.4, CRFBP-R2 block 7, M4 PAM 3, M5 antag 1, CHRM5 PAM 3, M4 antag 0, M5 ag 6, M4 ag 1 and IDE inh 8.
`c1cc(CNC2C3CC4CC(C3)CC2C4)ccn1` (stereo unspecified) gave CRFBP-R2 agonist -0.5, CRFBP-R2 block 17, M4 PAM -6, M5 antag 7, CHRM5 PAM 4, M4 antag 6, M5 ag -5, M4 ag 1 and IDE inh 3.
Screening COc1ccc(OC)c(S(=O)(=O)Oc2ccc(N)c3ccccc23)c1 returned CRFBP-R2 agonist -3.2, CRFBP-R2 block 16, M4 PAM -1, M5 antag -10, CHRM5 PAM 8, M4 antag -5, M5 ag 3, M4 ag 3 and IDE inh -4.
For CC1(C)CC(=O)c2ccc(O)cc2O1 the results were CRFBP-R2 agonist 1.4, CRFBP-R2 block -1, M4 PAM 2, M5 antag 6, CHRM5 PAM 2, M4 antag 1, M5 ag 0, M4 ag 1 and IDE inh -1.

By substructure: the entries above containing a Cl atom.
Screening Cc1cccc(N(Cc2cc(=O)[nH]c3ccccc23)C(=O)CCl)c1 returned CRFBP-R2 agonist -2.1, CRFBP-R2 block 9, M4 PAM -12, M5 antag 15, CHRM5 PAM -9, M4 antag 13, M5 ag -6, M4 ag 1 and IDE inh -2.
Cc1ccc(-c2nc3ccccc3s2)cc1NC(=O)c1cc(-n2cnnc2)ccc1Cl was read as CRFBP-R2 agonist -1.8, CRFBP-R2 block 35, M4 PAM 29, M5 antag 0, CHRM5 PAM 3, M4 antag -5, M5 ag -2, M4 ag 2 and IDE inh 3.
For CC1CC(=O)Nc2ccccc2N1C(=O)COc1cc(Cl)ccc1Cl (stereo unspecified) the results were CRFBP-R2 agonist 0.2, CRFBP-R2 block -1, M4 PAM 12, M5 antag -8, CHRM5 PAM 3, M4 antag -17, M5 ag -1, M4 ag 1 and IDE inh 1.
`O=[N+]([O-])c1ccc2nc(SCc3ccccc3Cl)sc2c1` gave CRFBP-R2 agonist 4.0, CRFBP-R2 block -5, M4 PAM -18, M5 antag 18, CHRM5 PAM -18, M4 antag 8, M5 ag -3, M4 ag 0 and IDE inh -1.
`COc1cc(/C=C(/C#N)C(=O)Nc2ccc(Cl)cc2)ccc1Oc1nc(Cl)ncc1F` gave CRFBP-R2 agonist 4.8, CRFBP-R2 block -24, M4 PAM 11, M5 antag 12, CHRM5 PAM -7, M4 antag 1, M5 ag -2, M4 ag 1 and IDE inh 7.
Screening Cc1ccc(NP(=O)(c2ccc(N(C)C)cc2NC(=O)c2cccs2)N2CCOCC2)cc1Cl (stereo unspecified) returned CRFBP-R2 agonist 4.7, CRFBP-R2 block -20, M4 PAM 11, M5 antag -5, CHRM5 PAM 4, M4 antag -19, M5 ag 0, M4 ag 0 and IDE inh 1.
